IMPase cell inh: qHTS Assay for Identifying the Cell-Membrane Permeable IMPase Inhibitors. Inositol monophosphatase 1 (Rattus norvegicus), P97697. CHO-M1 cells, IP1 accumulation, HTRF TR-FRET ratio. inhibition (IP1 accumulation), % at 46.1 µM. 120,000 tested, under 10 active. AID 901, 2007; active means well fitted curve in the direction sought with a large enough effect in the signal ratio, not every such curve was filed as active; inconclusive means small, poorly fitted or top-dose-only effect, or a change in a side signal; inactive means no such curve, though single readings can be large or run the other way; the % refers to the signal ratio;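 further: cells stimulated with carbachol in lithium chloride buffer; plate controls were DMSO basal wells for no effect and reference inhibitor wells for full effect; higher means more IMPase inhibition seen as more IP1 and lower FRET ratio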
Target sequence (P97697 whole entry, looked up): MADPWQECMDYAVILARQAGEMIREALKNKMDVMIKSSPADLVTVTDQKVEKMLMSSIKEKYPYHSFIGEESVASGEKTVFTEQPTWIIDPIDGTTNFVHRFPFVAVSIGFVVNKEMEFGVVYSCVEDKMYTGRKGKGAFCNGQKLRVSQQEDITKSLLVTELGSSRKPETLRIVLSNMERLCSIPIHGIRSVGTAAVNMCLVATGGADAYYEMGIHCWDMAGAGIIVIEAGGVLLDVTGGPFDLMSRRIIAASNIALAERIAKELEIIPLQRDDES
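Measured: the HTRF emission ratio (665/620 nm) plus the 620 nm donor channel, each fitted to the Hill equation to give AC50. Cells were CHO-M1 given compounds up to 46 uM and a 30 min carbachol stimulation at 37C.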
An asterisk follows results filed as active. An excerpt. The share of hits here may be higher or lower than overall.

Start of the listing, in advance:
For COc1ccc(-n2nc3ccc(NC(=O)c4cccc(OCCC(C)C)c4)cc3n2)cc1 the results were IMPase cell inh -13.
For CC(C)c1ccc(NC(=O)C(C)N(c2ccccc2)S(C)(=O)=O)cc1 (stereo not given) the results were IMPase cell inh 0.
`COc1cccc(N(CC(=O)N2CCC(C)CC2)S(=O)(=O)c2ccc(C)cc2)c1` gave IMPase cell inh 13.

All compounds of this part, previewed entries included:
For COc1ccc(-n2nc3ccc(NC(=O)c4cccc(OCCC(C)C)c4)cc3n2)cc1 the results were IMPase cell inh -13.
For CC(C)c1ccc(NC(=O)C(C)N(c2ccccc2)S(C)(=O)=O)cc1 (stereo not given) the results were IMPase cell inh 0.
`COc1cccc(N(CC(=O)N2CCC(C)CC2)S(=O)(=O)c2ccc(C)cc2)c1` gave IMPase cell inh 13.
CCOc1cc(C2c3c(oc4ccccc4c3=O)C(=O)N2c2ccccn2)ccc1O (stereo not given) was read as IMPase cell inh -1.
Cc1ccccc1OCC(=O)Nc1ccc(-c2nc3cc(Cl)cc(Cl)c3o2)cc1 was read as IMPase cell inh -22.
For CN(C)S(=O)(=O)N(CC(=O)Nc1ccc(Br)cc1F)c1ccccc1 the results were IMPase cell inh 5.
COC(=O)c1ccc(Oc2nc3c(c(=O)n(C)c(=O)n3C)n2C(C)C)cc1 was read as IMPase cell inh 12.
COc1cc(C2Nc3ccccc3-c3cc(C)nn32)ccc1O (stereo not given) was read as IMPase cell inh -11.
Cc1ccc(-c2cc(-c3ccccc3)c(C#N)c(SCC(O)CS(=O)(=O)Cc3ccccc3)n2)cc1 (stereo not given) was read as IMPase cell inh -5.
Screening COc1ccc(N(C(=O)c2ccccc2C)S(=O)(=O)c2ccc3c(c2)n(C)c(=O)n3C)cc1 returned IMPase cell inh 3.
CC1CCN(C(=O)CSc2nnc(-c3ccccc3)o2)CC1 was read as IMPase cell inh 5.
Cc1ccc2oc(-c3cc(NC(=O)c4ccco4)ccc3Cl)nc2c1 was read as IMPase cell inh -4.
Screening COc1ccc(NC(=O)C(=O)NCc2ccco2)c(OC)c1 returned IMPase cell inh 1.
Screening COc1ccc2c(c1)-c1nc(NC(=O)c3cc(OC)c(OC)c(OC)c3)sc1CC2 returned IMPase cell inh -4.
Screening COc1ccc(-c2nc(-c3ccccc3)c(-c3ccccc3)[nH]2)cc1Br returned IMPase cell inh 1.

3 structures out of the list, arranged by heavy-atom count, falling:
Cc1ccc(-c2cc(-c3ccccc3)c(C#N)c(SCC(O)CS(=O)(=O)Cc3ccccc3)n2)cc1 (stereo not given) was read as IMPase cell inh -5.
`COc1cccc(N(CC(=O)N2CCC(C)CC2)S(=O)(=O)c2ccc(C)cc2)c1` gave IMPase cell inh 13.
Screening COc1ccc(NC(=O)C(=O)NCc2ccco2)c(OC)c1 returned IMPase cell inh 1.

Next part:
For O=S(=O)(c1ccccc1)c1nc(-c2ccccc2Cl)oc1N1CCCCCC1 the results were IMPase cell inh 1.
For CC(C)(C)CC(C)(C)c1ccc(OCC(=O)Nc2ccc(S(=O)(=O)Nc3ncccn3)cc2)cc1 the results were IMPase cell inh -12.
Screening COc1ccc(CCNc2nc3c(c(=O)n(C)c(=O)n3C)n2Cc2ccc(F)cc2)cc1OC returned IMPase cell inh 5.
CCOC(=O)c1c(NC(=O)c2ccc(C)cc2)sc2c1CCCCC2 was read as IMPase cell inh -9.
Screening Cc1cc(C)c(-c2csc(-c3cc4ccccc4oc3=O)n2)cc1C returned IMPase cell inh -1.
For Cc1ccc(CNC(=O)C2CCN(S(=O)(=O)c3ccc(F)cc3)CC2)cc1 the results were IMPase cell inh 5.
For COc1ccc(Nc2nnc(-c3cc4cc(Cl)ccc4oc3=O)s2)cc1 the results were IMPase cell inh -3.
`CCCOC(=O)c1c(NC(=O)c2nc3ncccn3n2)sc(C(N)=O)c1C` gave IMPase cell inh 1.
For COc1cc(CN2CCN(S(=O)(=O)c3ccccc3)CC2)cc(OC)c1O the results were IMPase cell inh -16.
`CCCn1c(=N)c(C(=O)NCc2cccnc2)cc2c(=O)n3cccc(C)c3nc21` gave IMPase cell inh 9.
Screening Cc1cc(C)c(S(=O)(=O)Nc2ccc3oc4c(c3c2)CCCC4)cc1C returned IMPase cell inh -12.
`COc1ccc(C(=O)c2oc3ccccc3c2NC(=O)COc2ccccc2)cc1` gave IMPase cell inh -4.
For CCCCC(=O)Oc1ccc2oc(-c3ccc(OC)cc3)cc(=O)c2c1 the results were IMPase cell inh -4.
For O=C(Cc1ccc(Cl)cc1)Nc1ccc2nn(-c3ccc(Cl)cc3)nc2c1 the results were IMPase cell inh -15.
Screening Cc1ccc(C)c(-n2c(N)c(C#N)c3nc4ccccc4nc32)c1 returned IMPase cell inh inconclusive.
CCC(C)NC(=O)Cn1c(=O)n(Cc2ccc(C(=O)NCc3ccc(C)cc3)cc2)c(=O)c2ccccc21 (stereo not given) was read as IMPase cell inh 4.
`Cc1ccc2oc(-c3ccc(Cl)c(NC(=O)c4ccc(OC(C)C)cc4)c3)nc2c1` gave IMPase cell inh 7.
For CCOC(=O)c1c(C)n(-c2ccccc2)c2ccc(OC(=O)c3ccccc3Cl)cc12 the results were IMPase cell inh -4.
For Cc1ccc(S(=O)(=O)N2CCN(Cc3ccc4c(c3)OCO4)CC2)cc1 the results were IMPase cell inh -3.
`O=C(O)CCc1ccc(-c2ccccc2)n1-c1cccc(Br)c1` gave IMPase cell inh 5.
Screening COc1ccc(COC(=O)c2[nH]c3c(c2C)C(=O)CC(c2ccc(OC)c(OC)c2)C3)cc1 (stereo not given) returned IMPase cell inh 8.
COc1ccc(-n2c(=O)c3c4c(sc3n3c(SCCC(C)C)nnc23)COC(C(C)C)C4)cc1 (stereo not given) was read as IMPase cell inh -5.
`O=S(=O)(c1ccccc1)c1nc(-c2ccc(F)cc2)oc1N1CCCCCC1` gave IMPase cell inh 3.
For CCOc1ccc(C(=O)Nc2ccc3oc(-c4ccncc4)nc3c2)cc1 the results were IMPase cell inh -2.
Screening O=C(c1cccs1)c1cn(CCOc2ccccc2Cl)c2ccccc12 returned IMPase cell inh 3.
For O=C(Cc1ccc(Cl)cc1)Nc1ccc2oc(-c3ccccc3F)nc2c1 the results were IMPase cell inh -1.
Screening CCOc1cccc(C(=O)Nc2ccc(-c3nc4cc(C)cc(C)c4o3)cc2)c1 returned IMPase cell inh -16.
COc1ccc2cc3cc(C(=O)N4CCN(c5cccc(C(F)(F)F)c5)CC4)sc3nc2c1 was read as IMPase cell inh 13.
For CC(C)COc1ccc(C(=O)NCC2OCCc3ccccc32)cc1 (stereo not given) the results were IMPase cell inh -14.
`CC(C)c1ccc2oc(-c3ccc(NC(=O)c4cccc(Br)c4)cc3)nc2c1` gave IMPase cell inh -15.
For Cn1c(=O)n(C)c2cc(N3CCOCC3)c(NC(=O)c3ccccc3Br)cc21 the results were IMPase cell inh 13.
`COc1cccc(CNS(=O)(=O)c2c(C)nc3scc(C)n3c2=O)c1` gave IMPase cell inh 1.
For Cc1cc(NC(=O)C2CCC(CNS(=O)(=O)c3ccc(Br)s3)CC2)ccc1Br (stereo not given) the results were IMPase cell inh 10.
Screening CC(C)c1ccc2oc(-c3cccc(NC(=O)c4ccc5c(c4)OCCO5)c3)nc2c1 returned IMPase cell inh -4.
`Cc1ccc(C2c3c(oc4ccccc4c3=O)C(=O)N2c2ccc(C)cn2)cc1` (stereo not given) gave IMPase cell inh 2.
Screening Cc1ccc(NS(=O)(=O)c2ccc3c(c2)n(C)c(=O)n3C)c(C)c1 returned IMPase cell inh -12.
For Cc1nn(-c2ccccc2)c(OC(=O)c2ccccc2)c1S(=O)(=O)c1ccccc1 the results were IMPase cell inh -4.
Cc1ccc(Nc2cc(=O)[nH]c(=O)[nH]2)cc1C was read as IMPase cell inh -6.
`COc1ccc2c(c1)-c1nc(NC(=O)c3ccc(C)cc3)sc1CC2` gave IMPase cell inh 18.
For Cc1ccc(Oc2nc3ccccn3c(=O)c2/C=C(\C#N)c2nc3ccccc3s2)c(C)c1 the results were IMPase cell inh 0.
COc1ccc(C2C(C(=O)Nc3ccc(Cl)cc3)=C(C)Nc3nc(SCc4cccc(C)c4)nn32)cc1OC (stereo not given) was read as IMPase cell inh -1.
Cc1nn(-c2ccccc2)c(OC(=O)c2ccccc2F)c1S(=O)(=O)c1ccccc1 was read as IMPase cell inh -3.
COc1nc(-c2ccccc2)ccc1-c1noc(-c2ccccc2Br)n1 was read as IMPase cell inh -1.
`CCCc1nc2nc(C)c(NS(=O)(=O)c3ccc(CC(C)C)cc3)c(=O)n2[nH]1` gave IMPase cell inh 2.
For Cn1c(=O)c(=O)n(C)c2cc(NC(=O)c3cccc(F)c3)c(Cl)cc21 the results were IMPase cell inh 5.
CCOC(=O)c1cccc(NC(=O)c2cc3cc4ccc(C)cc4nc3s2)c1 was read as IMPase cell inh -16.
For COc1ccc(-c2nc3ccccc3o2)cc1NC(=O)c1ccc(-c2ccc(C)c(Cl)c2)o1 the results were IMPase cell inh 0.
`Cc1ccc(Nc2nc3ccccc3c3nncn23)c(Cl)c1` gave IMPase cell inh -4.
Cc1ccc(-c2nn(CC(=O)Nc3cccc(C(F)(F)F)c3)c(=O)c3ccccc23)cc1 was read as IMPase cell inh 1.
Screening Cc1ccc(Oc2c(C(F)(F)F)oc3c(CN4CCC(C)CC4)c(O)ccc3c2=O)cc1 returned IMPase cell inh -3.
Screening CCc1cc(=O)oc2cc(C)c3c(-c4ccc(F)cc4)coc3c12 returned IMPase cell inh 8.
`O=C(Nc1cc2c(cc1C(=O)c1ccccc1Cl)OCCO2)c1ccc(Br)cc1` gave IMPase cell inh -1.
Cc1ccc(-c2nc3ccccc3s2)cc1NC(=O)COc1ccccc1 was read as IMPase cell inh -7.
For CC1CCc2c(sc(NC(=O)CCCOc3ccc(C(C)(C)C)cc3)c2C(N)=O)C1 (stereo not given) the results were IMPase cell inh 2.
Screening COc1ccc(C2c3c(oc4ccc(F)cc4c3=O)C(=O)N2Cc2ccc3c(c2)OCO3)cc1 (stereo not given) returned IMPase cell inh 1.
`COc1ccc(/C=C(/C#N)c2nc(-c3ccc(-c4ccccc4)cc3)cs2)cc1OC` gave IMPase cell inh -6.
Screening O=C1SC(Nc2ccc(Cl)cc2)C(=O)N1Cc1ccccc1 (stereo not given) returned IMPase cell inh -5.
CCOc1ccccc1N(CC(=O)N1CCc2ccccc2C1)S(=O)(=O)c1ccccc1 was read as IMPase cell inh -3.
`CC1CCCCN1Cc1c(O)ccc2c(=O)c(-c3cccc(Cl)c3)c(C(F)(F)F)oc12` (stereo not given) gave IMPase cell inh -8.
For COc1ccc(CCNC(=O)c2ccc(Cn3c(=O)c4ccccc4n(Cc4cccc(F)c4)c3=O)cc2)cc1OC the results were IMPase cell inh 7.
For O=C(Nc1ccc2oc(-c3ccc(Br)cc3)nc2c1)c1cc2ccccc2o1 the results were IMPase cell inh 4.
O=C(O)CCC(=O)Nc1sc2c(c1C(=O)Nc1ccccc1)CCCCC2 was read as IMPase cell inh -4.
Screening CCOc1ccc(C2C(C(=O)Nc3ccccc3)=C(C)Nc3nc(-c4ccccc4Cl)nn32)cc1OC (stereo not given) returned IMPase cell inh -1.
COc1ccc(C(=O)N2CCC(C(=O)Nc3ccc(Cl)cc3)CC2)cc1 was read as IMPase cell inh 4.
Screening Cc1c(Cl)cccc1-c1ccc(C(=O)Nc2ccc3oc(-c4cccnc4)nc3c2)o1 returned IMPase cell inh -15.
For C=C(C)Cn1c(SCC(=O)c2ccc(Br)cc2)nc2sc3c(c2c1=O)CCCC3 the results were IMPase cell inh 1.
`COc1ccc(-n2nc3cc(C)c(NC(=O)c4ccc(-c5ccc(Cl)cc5)o4)cc3n2)cc1` gave IMPase cell inh -3.
For CCOC(=O)c1cnc2c(ccc3ccccc32)c1Nc1cccc(OC)c1 the results were IMPase cell inh 8.
COc1ccc(C(=O)Nc2ccc(-c3nc4ncccc4o3)cc2C)cc1Br was read as IMPase cell inh -1.
For COc1cccc(C(=O)Nc2ccc3oc(-c4ccc5ccccc5c4)nc3c2)c1 the results were IMPase cell inh -2.
COC(=O)c1ccc(Oc2nc3c(c(=O)n(C)c(=O)n3C)n2Cc2ccc(Cl)c(Cl)c2)cc1 was read as IMPase cell inh -8.

Among those listed so far, these have an NH in an aromatic ring.
Screening COc1ccc(-c2nc(-c3ccccc3)c(-c3ccccc3)[nH]2)cc1Br returned IMPase cell inh 1.
Screening COc1ccc(COC(=O)c2[nH]c3c(c2C)C(=O)CC(c2ccc(OC)c(OC)c2)C3)cc1 (stereo not given) returned IMPase cell inh 8.
Cc1ccc(Nc2cc(=O)[nH]c(=O)[nH]2)cc1C was read as IMPase cell inh -6.
`CCCc1nc2nc(C)c(NS(=O)(=O)c3ccc(CC(C)C)cc3)c(=O)n2[nH]1` gave IMPase cell inh 2.
